GDH-TPI counter – GDH-TPI coupled enzyme inhibition counter-screen; 360,000 compounds, 1.2% hits; GDH-TPI coupled enzyme counterscreen, NADH absorbance; inhibition, % at 4.8 µM;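 further: 0% = DMSO wells and 100% = wells lacking the enzyme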
CCHF vOTU inh – blocks the CCHF virus ovarian tumor domain protease. CCHFV vOTU protease, Pep-AMC fluorescence. inhibition, % at 11.5 µM. 370,000 compounds, 0.55% hits; further: 0% = vehicle wells with enzyme and 100% = no enzyme wells
BoNT-A LC inh2 – blocks Botulinum neurotoxin A light chain protease; multiplex microsphere protease substrate cleavage, flow cytometry; inhibition, % at 10 µM; 360,000 compounds, 0.17% hits; in the data active means inhibition above about 30%; inconclusive means no clear call, values can overlap the other calls; further: plate controls were buffer without enzyme for full effect and enzyme alone for no effect
BioA inh – inhibitors of Mycobacterium tuberculosis BioA enzyme; purified M. tuberculosis BioA enzyme, plate reader; inhibition, % at 9.99 µM; 360,000 compounds, 0.096% hits; AID 602481; in the data active means inhibition above about 40%; inconclusive means no clear call, values can overlap the other calls
Mtb UGM inh – blocks M. tuberculosis UGM enzyme; 320,000 compounds, 0.06% hits; inhibition, % at 10 µM; P9WIQ1; purified UGM, fluorescence polarization probe displacement; in the data active means inhibition above about 10%, passing the limit was not always enough; inconclusive means no clear call, values can overlap the other calls
Target sequence (P9WIQ1 whole entry, looked up): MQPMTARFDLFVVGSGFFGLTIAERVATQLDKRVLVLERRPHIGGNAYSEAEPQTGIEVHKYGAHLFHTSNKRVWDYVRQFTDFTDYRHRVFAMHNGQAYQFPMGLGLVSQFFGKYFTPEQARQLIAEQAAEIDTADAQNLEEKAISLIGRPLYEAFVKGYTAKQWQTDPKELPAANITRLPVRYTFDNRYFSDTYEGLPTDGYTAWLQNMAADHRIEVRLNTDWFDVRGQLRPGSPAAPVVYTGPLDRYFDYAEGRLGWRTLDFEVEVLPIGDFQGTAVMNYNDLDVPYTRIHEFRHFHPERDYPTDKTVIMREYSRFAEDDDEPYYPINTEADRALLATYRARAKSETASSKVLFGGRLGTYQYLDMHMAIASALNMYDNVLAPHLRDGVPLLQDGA
PrPC TRFRET – cell surface PrPC inhibition, primary TR-FRET screen. P04156. TR-FRET read-out. inhibition, % at 13.8 µM. 370,000 compounds, 0.43% hits; in the data active means inhibition above about 24%; further: 0% = median of the test wells and 100% = reference compound wells
Mtb FBA inh – Mtb fructose-bisphosphate aldolase inhibition. purified M. tuberculosis FBA, fluorescence read-out. inhibition, % at 1 µM. 360,000 compounds, 2.3% hits; in the data active means inhibition above about 27%;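 further: 0% = vehicle and 100% = reference inhibitor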
Target sequence (P9WQA3 whole entry, looked up): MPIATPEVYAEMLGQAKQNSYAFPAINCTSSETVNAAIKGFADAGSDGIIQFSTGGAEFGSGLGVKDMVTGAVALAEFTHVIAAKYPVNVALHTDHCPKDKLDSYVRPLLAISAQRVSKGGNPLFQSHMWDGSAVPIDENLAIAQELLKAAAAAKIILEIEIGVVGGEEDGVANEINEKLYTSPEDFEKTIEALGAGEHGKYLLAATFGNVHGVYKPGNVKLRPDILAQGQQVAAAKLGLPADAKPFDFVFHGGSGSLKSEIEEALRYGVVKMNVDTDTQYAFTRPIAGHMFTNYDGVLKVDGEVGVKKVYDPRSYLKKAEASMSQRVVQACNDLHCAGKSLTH
FadD28 binding – M. tuberculosis FadD28 bisubstrate binding inhibition; FadD28 bisubstrate probe binding, fluorescence polarization; 360,000 compounds, 0.22% hits; inhibition, % at 12.5 µM; in the data active means inhibition above about 8.5%, passing the limit was not always enough; inconclusive means no clear call, values can overlap the other calls
BoNT F protease – blocks Botulinum neurotoxin F light chain protease | Multiplex microsphere protease cleavage assay, flow cytometry | inhibition, % at 10 µM | 360,000 compounds, 0.22% hits; in the data active means inhibition above about 35%, passing the limit was not always enough; inconclusive means no clear call, values can overlap the other calls; further: plate controls were buffer without enzyme for full effect and enzyme alone for no effect
* marks the source's active call; other numbers are inactive results; ? = inconclusive; nt = not tested or not shown; + = active, no number; & = joins results of further samples. Unless noted, no stated cut-off is given here; in the data, active means inhibition above about 30%; inactive means the rest.

SMILES	GDH-TPI counter	CCHF vOTU inh	BoNT-A LC inh2	BioA inh	Mtb UGM inh	PrPC TRFRET	Mtb FBA inh	FadD28 binding	BoNT F protease
Cc1cccc(NC(=S)N2CCN(c3ccccc3F)CC2)c1C	-2	-7	-0.1	-0.8	1.8	5	0	-1.1	?
CN(C)S(=O)(=O)c1ccc(C(=O)NC(=O)CSc2ccccc2)cc1	6	18	-1.3	nt	-0.1	9	1	-3.9	-9
Cc1cc(COc2ccccc2)oc1C(=O)O	-4	-5	1.0	0.4	0.0	6	1	1.6	?
O=C1NC(=O)C2(COC(c3ccncc3)OC2)S1 (stereo not drawn)	9	4	-0.8	nt	-0.7	3	2	-1.4	0
O=C(C1CCC1)N(CCc1ccccc1)Cc1nc2ccccc2c(=O)[nH]1	-5	13	0.8	-0.2	1.8	7	-7	-4.9	27
CC/C=C/C(=O)N1CC2(CC(c3cccc(NC(=O)CCCCC)c3)=NO2)C[C@H]1C(N)=O (stereo partly drawn)	-4	5	-0.4	0.4	-2.3	-23	-1	-2.4	-5
Oc1ccc(C[C@@H]2CNCCN2CC2CCCCC2)cc1	9	-3	-0.5	-1.0	-0.6	2	-1	-0.9	-6
C=C(C)C(=O)N1CC2(CC(c3cccc(NC(=O)/C(C)=C\C)c3)=NO2)C[C@H]1C(N)=O (stereo partly drawn)	12	-3	0.8	-1.4	-1.9	-4	3	-1.1	7
C[C@@H]1CCCCO[C@H](CN(C)Cc2ccc3c(c2)OCO3)[C@@H](C)CN([C@H](C)CO)C(=O)c2cc(NC(=O)c3ccccc3)ccc2O1	-6	-2	0.2	-1.6&1.4	nt	-20	0	-0.2	0
CCOC(=O)c1ccc(CSc2ncn[nH]2)o1	9	-1	-0.4	-1.3	-2.0	-4	-2	-1.4	-7
O=C(CCNS(=O)(=O)c1ccccc1C(F)(F)F)N1CCCCCCC1	3	1	0.1	1.4	0.6	-1	3	-1.4	-6
CC1C=CCC2C(=O)N(c3ccc(OC(=O)c4ccco4)cc3)C(=O)C12 (stereo not drawn)	2	-11	-0.4	0.1	1.6	1	0	0.5	0
O=C(NC1CCCCC1)NS(=O)(=O)c1ccc2c(c1)CCC2	10	14	-0.2	nt	nt	-5	-2	-1.8	-2
Cc1ccc(C(=O)COc2ccccc2N2C(=O)c3ccccc3C2=O)cc1	5	-2	-0.3	nt	-3.5	5	2	-2.3	0
COc1cccc(C2C=C(c3cccs3)Nc3ncnn32)c1OC (stereo not drawn)	12	nt	0.0	-1.2	1.5	nt	5	-3.0	4
O=C(O)CCCc1ccc(N(CCCl)CCCl)cc1	-5	0	0.1	-1.9	0.0	1	0	-2.0	-2
NS(=O)(=O)c1cccc(NC(=O)CCS(=O)(=O)c2ccc(Cl)cc2)c1	14	0	-0.7	-0.5	-0.3	6	2	-0.8	-2
NC(=O)c1cccc(-c2cnc(N)c(C(=O)c3cccnc3)n2)c1	15	nt	0.8	-1.1	nt	nt	0	-1.9	-2
CC(C)C(NC(=O)c1ccco1)C(=O)OCC(=O)c1ccccc1 (stereo not drawn)	-7	7	1.4	nt	1.3	7	-2	-4.6	2
CCOC(=O)c1cnc(SSc2ncc(C(=O)OCC)c(N)n2)nc1N	6	-10	-4.0	0.8	0.0	-7	-2	-0.8	0

Limited to BoNT-A LC inh2 and FadD28 binding, for three of the compounds above:
compound | BoNT-A LC inh2 | FadD28 binding
O=C(CCNS(=O)(=O)c1ccccc1C(F)(F)F)N1CCCCCCC1 | 0.1 | -1.4
CC1C=CCC2C(=O)N(c3ccc(OC(=O)c4ccco4)cc3)C(=O)C12 (stereo not drawn) | -0.4 | 0.5
O=C(NC1CCCCC1)NS(=O)(=O)c1ccc2c(c1)CCC2 | -0.2 | -1.8

New compounds follow
SMILES	GDH-TPI counter	CCHF vOTU inh	BoNT-A LC inh2	BioA inh	Mtb UGM inh	PrPC TRFRET	Mtb FBA inh	FadD28 binding	BoNT F protease
COc1ccc(C(=O)c2ccccc2Cl)cc1	4	0	-0.4	-1.0	-0.5	-2	3	-1.9	-5
COCCNC(=O)c1ccc(C(=O)C(=O)c2ccccc2)cc1	7	-10	0.4	nt	-2.5	2	2	-2.8	0
Cc1cc(C(=O)Nc2ccc(CC(=O)O)cc2)c(C)o1	2	-13	2.6	nt	-0.9	-2	2	-2.4	-2
COCCn1c(=N)c(S(=O)(=O)c2ccc(Br)cc2)cc2c(=O)n3ccccc3nc21	3	-6	1.4	-0.9	-4.3	-5	5	1.1	0
CC(Sc1n[nH]c(-c2cccs2)n1)C(=O)N1CCCC1 (stereo not drawn)	3	2	0.2	0.1	2.0	7	-2	-4.8	-2
CCCCCCNCc1ccc(Br)cc1	6	-9	-0.6	-0.7	-1.4	-3	0	1.2	-15
O=C(NCc1cccs1)c1cccnc1Cl	-12	-6	0.9	2.8	-3.3	10	-5	-3.8	-3
CCc1ccc(OC(C)c2nnc(SCC(=O)Nc3ncccc3C)n2C)cc1 (stereo not drawn)	2	-1	-0.9	-0.6	-0.5	4	0	-3.5	4
Cc1ccc(C(C(=O)NC2CCCCC2)N(C(=O)c2csnn2)c2ccccc2F)o1 (stereo not drawn)	-6	6	-2.5	-0.6	-3.1	0	0	-3.0	-11
CCCOc1ccc(OCCSc2ncccn2)cc1	10	2	-0.9	1.6	-0.7	1	2	0.6	-12
N#Cc1ccc(Oc2ccc(/C=N/O)cn2)cc1	-6	11	0.8	1.4	3.0	-5	-3	-1.6	-2
COc1ccc(S(=O)(=O)Nc2ccccc2C(=O)N2CCCC2)cc1C	0	15	3.5	nt	1.1	-8	1	1.3	-4
COc1ccc(C(=O)NCCn2cc(SCC(=O)NCc3ccco3)c3ccccc32)cc1	10	12	0.0	2.0	1.7	2	2	-0.2	6
COc1ccc(CN(CC(=O)NCCc2ccccc2)C(=O)CCC(=O)Nc2cc(C)ccn2)cc1	2	-3	-2.0	-1.3	2.3	-13	1	-0.7	-23
Cc1cc(OCC(=O)Nc2ccc3oc(=O)ccc3c2)ccc1Cl	1	2	-1.5	2.0	0.5	-7	2	-3.1	21
CCN(CC(=O)NCc1ccc(Cl)cc1)C(=O)c1oc2ccccc2c1C	1	5	1.9	12	-2.1	-2	-1	-3.1	5
O=C(CCl)NC1(C(F)(F)F)C(=O)Nc2c1c(=O)[nH]c(=O)n2-c1ccccc1 (stereo not drawn)	-5	6	1.8	-2.1	-0.5	7	1	-1.6	?
COc1ccc2nc(N3CCCC(C(=O)NCCCN4C(C)CCCC4C)C3)sc2c1 (stereo not drawn)	-8	-5	-2.2	-0.3	-0.8	2	-1	-0.8	-12
Cc1ccc([C@H]2C[C@H](n3cc(C4CC4)nn3)[C@@H](O)CN2CC2CCCCC2)cc1	12	12	-0.2	-1.4	nt	-1	0	-0.3	3
CCN(Cc1nc2cc(Cl)ccc2c(=O)[nH]1)C(=O)c1cccc(NC(=O)c2cccs2)c1	4	8	2.3	-0.4	1.0	12	-1	-5.7	-11
Nc1ccc2nc(-c3ccc(Cl)cc3)[nH]c2c1	19	-166	0.3	-1.2	-0.7	9	87*	-1.7	-41
CCCCCCC(=O)Nc1ccc(S(=O)(=O)Nc2onc(C)c2C)cc1	-6	7	2.0	nt	3.5	1	3	-1.2	-10
C=CCn1c(SCc2c(C)noc2C)nc2cc(C(=O)O)ccc2c1=O	9	-2	0.2	19	2.4	5	3	-4.2	4
O=C(CSc1ccccn1)N/N=C/c1cc([N+](=O)[O-])ccc1O	26	5	-2.4	nt	7.5	-10	-9	0.2	-2
CC(C)(C)C(=O)NC(=S)NNC(=O)c1ccncc1	7	3	-0.5	0.8	1.9	2	2	-0.9	-5
CCOC(=O)c1snc(C(=O)NC2CCCCC2)c1N	15	-34	0.2	3.5	2.9	-6	19	-0.6	6
CCC(=O)NCCc1nc2cc(NC(=O)c3cccs3)ccc2n1C	2	-9	0.2	nt	-0.6	6	-1	-2.2	-4
Cc1ccc(C)c(NC(=O)CCN2C(=O)c3ccccc3C2=O)c1	-12	0	-1.6	-0.4	-2.3	9	-1	-3.2	-10
CCC(C)N(C(=O)CSc1nnc(C)n1C)C1CCS(=O)(=O)C1 (stereo not drawn)	-10	2	-4.8	nt	1.4	-7	2	-3.3	3
O=C(CSc1nnc(COc2ccccc2)n1-c1ccccc1)c1cccs1	-2	4	0.3	6.1	-0.5	8	0	-1.4	0
NC(=O)c1cc(S(=O)(=O)NCCc2ccc(Cl)cc2)cs1	-3	12	-0.4	-1.2	-3.3	8	-1	-13	1
CC(C)OCCCNC(=O)CN1C(=O)/C(=C/c2ccccc2)Sc2ccccc21	9	-1	-0.6	nt	-0.5	-1	-1	-0.6	1
COc1ccc(CC(=O)Nc2cccc(S(=O)(=O)N3CCCCC3)c2)cc1	-3	-11	0.2	0.9	nt	16	0	-3.6	-4
CCOC(=O)c1ccccc1NC(=O)C1CC(=O)N(C(C)(C)C)C1 (stereo not drawn)	-7	-15	0.3	-0.2	1.0	-10	0	-0.2	?
COc1ccc(CN(C)CC(=O)N(C)CC(=O)Nc2ccccc2Br)cc1F	-3	5	0.3	-0.6	-1.2	-9	-4	nt	-1
Cc1nnc(SCC(=O)NC2CCCC(C)C2C)n1N (stereo not drawn)	-1	-9	0.2	1.9	0.5	0	1	-1.8	-7
CC(=O)Nc1ccc(N(C(=O)c2ccccn2)C(C(=O)NC2CCCCC2)c2ccc(F)cc2)cc1 (stereo not drawn)	-2	4	-0.2	-0.6	0.2	-1	0	0.0	-2
CCSc1nnc(NC(=O)c2cc(C)on2)s1	29	22	-2.0	nt	9.2	8	5	-1.2	-11
COc1ccc(Cl)cc1NC(=O)CN(C)C(=O)CCCc1c[nH]c2ccccc12	2	-3	2.4	-0.1	-0.4	8	-1	-1.0	-4
O=C(Nc1ccncc1)c1ccc(Br)cc1	9	-1	nt	8.0	-1.3	3	0	-0.5	nt
CC(=O)Nc1ccc(NC(=O)C(C)OC(=O)CNC(=O)c2sc3ccccc3c2Cl)cc1 (stereo not drawn)	9	-4	0.0	nt	1.1	7	1	-0.6	0
O=C(O)C1(c2ccccc2)CCC(Nc2ccccc2)C1 (stereo not drawn)	-8	-1	-1.6	-0.2	0.3	8	1	-4.4	22
O=C(Cc1ccc(F)cc1)Nc1ccccc1Sc1ccccc1	7	4	0.6	nt	1.5	5	2	0.7	-8
CCCCCCS(=O)[C@H]1CS(=O)(=O)C[C@@H]1S(=O)CCCCCC (stereo partly drawn)	14	14	0.5	1.0	-1.2	1	5	-0.2	6
COc1ccc(C)cc1NC(=O)C1CCN(C(=O)c2ccc(C(C)(C)C)cc2)CC1	-4	24	-1.9	-1.0	-0.1	-1	7	0.2	8
COc1ccc2c(c1)C13CCN4CC5=CCOC6CC(=O)N2C1C6C5CC43 (stereo not drawn)	6	-4	-0.2	0.7	nt	-7	0	-0.2	0
COc1ccc(CCNC(=O)CSc2nnc(CNC(=O)c3c(F)cccc3Cl)o2)cc1OC	-3	18	1.0	-0.7	3.3	2	1	-2.8	-1
COc1ccc(/C=C/C(=O)NCCc2nc3ccccc3[nH]2)cc1	-2	6	-4.1	-1.6	1.4	2	1	0.3	-3
COCCN1C=C(C(=O)OC)C(c2ccc(Cl)cc2)C(C(=O)OC)=C1	9	-268	0.2	nt	-1.9	10	+	-5.0	-4
CCc1cccc(NC(=O)c2ccc(NS(=O)(=O)c3c(C)noc3C)cc2)c1	15	19	-1.4	-2.8	2.2	9	2	1.2	-16
O=S(=O)(NCC1NCCc2ccccc21)c1ccccc1 (stereo not drawn)	2	-13	-0.8	nt	1.4	-2	2	-3.6	-5

Assay outcomes: PubChem, several laboratories
